# Bioassay records deposited in PubChem BioAssay by several laboratories.
# NFkB transloc inh: blocks IL-1B driven NFkB nuclear translocation in HUVEC cells. 94,000 tested, 0.43% active. AID 796. HUVEC IL-1B NFkB p65 nuclear translocation imaging. inhibition, % at 2 µM;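 active means inhibition above about 30% together with a positive call from visual inspection of the well image, limit read from the data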;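 further: nuclear over cytoplasmic p65 intensity ratio measured by imaging; 0% = IL-1B stimulated DMSO wells and 100% = unstimulated DMSO wells; values of inactives mirror those of a sister screen read the other way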
# PLAP inhibitors HTS: PLAP enzyme inhibitors, biochemical, luminescence, HTS (AID 690); purified PLAP, luminescent substrate; higher % means a stronger effect; inhibition, % at 20 µM; hits with a dose series show IC50 in µM; 96,000 tested, 0.08% active; in the data active means a potency from the dose series; inactive means the rest, 99 in 100 with inhibition below about 30%; further: strong numbers were not always called active
# Bcl-B TR3 displacers: displacers of TR3 peptide from Bcl-B, primary screen, selectivity assay for Bfl-1 inhibitor project, biochemical, fluorescence polarization; FP displacement of FITC-TR3 peptide from Bcl-B; higher % means a stronger effect; displacement, % at 20 µM; hits with a dose series show IC50 in µM; 96,000 tested, 0.11% active; AID 748;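 active means displacement above 50% at 20 µM plus a fluorescence interference ratio under 1.5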;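 further: plate controls were wells without compound for no effect and wells lacking Bcl-B protein for full effect; a part of the inactive calls stands beside numbers as strong as those of hits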
# NFkB transloc pot: enhances IL-1B driven NFkB nuclear translocation; HUVEC IL-1B NFkB p65 nuclear translocation imaging; activation, % at 2 µM; 94,000 tested, 0.3% active;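 active means activation above 40%, about the mean plus 3 SD, also judged a hit on visual image review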;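 further: percent activation is computed from the nuclear over cytoplasmic p65 intensity ratio; values of inactives mirror those of a sister screen read the other way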
# MRP resist rev: reverses drug resistance mediated by MRP | differential viability (reversal), % at 10 µM | 85,000 tested, 0.04% active | H69AR cells + 2 uM doxorubicin, CellTiter-Glo, 72 h;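 active means viability drop by adding the cancer drug above about 55%, with treated viability meeting a 40% cutoff, limit read from the data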;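 further: viability without doxorubicin minus viability with 2 µM doxorubicin for each compound; larger differential means the compound sensitizes cells more to doxorubicin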
# MRP resist rev cytotoxicity: second read-out of MRP resist rev, no call of its own (marks repeat the call); viability, %; H69AR cells, CellTiter-Glo, 72 h; measured here: cytotoxicity without doxorubicin
# MRP resist rev with doxorubicin: also measured in MRP resist rev; calls as there; viability, %; measured here: viability with 2 uM doxorubicin; active compounds read low
# NFkB transloc inh cell count 2 µM: further read-out of NFkB transloc inh, marked with its call; cell count; measured here: cells passing quality filter;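 raw number of nuclei counted in each imaged well without normalization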
# NFkB transloc pot cell count 2 µM: also measured in NFkB transloc pot; calls as there; cell count; measured here: cells passing quality filter
# * marks the source's active call; other numbers are inactive results; x = not tested or not shown.
No.	SMILES	MRP resist rev cytotoxicity	NFkB transloc pot	MRP resist rev with doxorubicin	PLAP inhibitors HTS	NFkB transloc inh cell count 2 µM	MRP resist rev	NFkB transloc inh	NFkB transloc pot cell count 2 µM	Bcl-B TR3 displacers
1	COc1ccccc1N(CC(=O)NCCSc1ccccc1)S(C)(=O)=O	x	18	x	x	168	x	-18	168	x
2	O=C(CN(C(=O)CSc1nc2ccccc2o1)c1ccccc1)NC1CCCCC1	x	14	x	10%	113	x	-14	113	1%
3	CCCCNC(=O)C1CC(=O)N(C2CCCCC2)C1 (stereo not given)	102	7	92	-11%	150	10	-7	150	5%
4	O=C1OC2CC3CC1CC(O)(C3)C2 (stereo not given)	x	-8	x	3%	65	x	10	65	-1%
5	COc1cccc(-n2c(SCC#N)nnc2-c2cnccn2)c1	87	-19	93	14%	142	-6	19	142	3%
6	C/C(=N\O)c1ccc2c3ccccc3n(C)c2c1	95	21	84	10%	113	11	-21	113	-3%
7	CCn1c(SCC(=O)Nc2ccccc2N2CCOCC2)nnc1-c1ccccc1O	83	-6	70	-18%	86	12	6	86	3%
8	CC(Sc1nc2nn(-c3ccccc3)c(=O)c-2c2n1CCCCC2)C(N)=O (stereo not given)	84	17	67	29%	196	17	-17	196	-8%
9	CCOc1cc(CN2CCN(C(=O)c3ccco3)CC2)ccc1OC	86	x	76	-59%	x	10	x	x	-8%
10	CCOc1cccc(CNc2ccc(O)cc2)c1OCc1ccc(Cl)cc1	x	7	x	9%	173	x	-7	173	-6%
11	COC(=O)c1cn(NC(=O)CCC2CCCC2)c(=O)c2ccccc12	99	10	101	-10%	63	-3	-10	63	-6%
12	CCOc1ccccc1C(=O)NC(C)c1ccc2c(c1)OCO2 (stereo not given)	24	9	58	-16%	108	-34	-9	108	-1%
13	Cc1ccc(C)c(-c2nn(-c3cc(N4CCN(CCO)CC4)ccc3[N+](=O)[O-])c(=O)c3ccccc23)c1	x	8	x	-16%	171	x	-8	171	-4%
14	COc1ccc(C2=CC(c3ccc(OC)c(OC)c3)NC(=S)N2)cc1 (stereo not given)	90	8	81	-11%	142	10	-8	142	-1%
15	Cc1c(C(=O)N2CCOCC2)sc2ncn(CC(=O)N3CCC(C)CC3)c(=O)c12	102	x	93	15%	x	9	x	x	-7%
16	CCOC(=O)c1nnn(-c2nonc2-n2cccc2)c1CN1CCOCC1	89	-6	86	-7%	169	2	6	169	3%
17	O=C(/C=C/c1ccc(Cl)cc1Cl)NCc1ccncc1	x	8	x	-4%	130	x	-8	130	-20%
18	O=C1CCN(N=Nc2cccc(Cl)c2)N1	31	9	51	-57%	70	-20	-9	70	9%
19	CCOc1c(Br)cc(CNc2ncn[nH]2)cc1OC	89	14	77	-67%	130	12	-14	130	-3%
20	CC(C)(C)OC(=O)N1CC=C2C(C#N)=C(N)C(C#N)(C#N)C(c3cccs3)C2C1 (stereo not given)	23	x	36	-33%	x	-13	x	x	4%
21	CCn1c(O)c(C=Nc2ccccc2)oc1=S	84	4	86	-52%	101	-2	-4	101	-13%
22	CCOc1cccc(OCCCOc2ccccc2)c1	101	13	99	15%	125	2	-13	125	-8%
23	CSc1nc(C)cc(OCCNS(=O)(=O)c2ccc(C)cc2)n1	81	14	79	x	108	3	-14	108	x
24	Cc1[nH]n(-c2ccccc2)c(=O)c1/C=N/O	x	-3	x	-9%	110	x	3	110	4%
25	Cc1occc1C(=O)NCc1cccs1	x	-2	x	x	142	x	2	142	x
26	CCOC(=O)/C(C#N)=C\C=C1C=CN(C)C=C1	93	8	67	35%	145	27	-8	145	-272%
27	O=C1CC(=C2c3ccccc3-c3ccccc32)C(=O)N1CCN1CCN(c2cccc(Cl)c2)CC1	82	6	88	x	151	-6	-6	151	x
28	CCOc1ccc(-c2nnn(CC(=O)Nc3ccccc3OC)n2)cc1OCC	11	18	7	14%	203	4	-18	203	-9%
29	COc1ccc(NC(=O)c2sccc2C)c([N+](=O)[O-])c1	x	-6	x	10%	146	x	6	146	-14%
30	c1ccc(-c2ccc(C3=Nn4c(Cn5nnc6ccccc65)nnc4SC3)cc2)cc1	x	x	x	6%	x	x	x	x	-4%
31	Cc1nnc(SCC(=O)n2c3c(c4ccccc42)CCCC3)s1	77	12	63	8%	155	14	-12	155	-8%
32	NNC(=O)CNC(=O)c1ccccc1F	x	-2	x	-1%	175	x	2	175	-8%
33	Clc1ccc(OCc2nn3c(-c4ccncc4)nnc3s2)cc1	87	46*	75	-8%	170	12	-46	170*	-2%
34	O=C(Nc1cccnc1)c1ccc(COc2ccccc2Br)o1	44	2	81	30%	128	-37	-2	128	10%
35	CCN(CC)C(=O)CSc1nnc(-c2ccccn2)n1-c1ccc(C)c(C)c1	93	-5	97	-42%	84	-5	5	84	1%
36	Cc1ccc(N2CCN(S(=O)(=O)N(C)C)CC2)c(C)c1	95	x	103	-28%	x	-8	x	x	0%
37	CCC1=C/C(=C/N(C)c2ccccc2)C(=O)S1	81	-3	86	-16%	209	-5	3	209	41%
38	CCOC(=O)c1nn(-c2sc(C(=O)OC)c(C)c2C(=O)OC)cc1O	81	6	89	-21%	145	-8	-6	145	2%
39	CN(CC(=O)Nc1nc2ccccc2s1)S(=O)(=O)c1ccccc1	x	-5	x	17%	159	x	5	159	-1%
40	Cc1ccccc1-c1nnc(SCCOc2ccc3c(C)cc(=O)oc3c2)o1	x	-8	x	9%	203	x	8	203	-5%
41	Cc1cc(C)nc(-n2nc(C)cc2Nc2ccccc2)n1	10	8	8	-45%	175	3	-8	175	5%
42	O=C(Nc1cccnc1)c1ccc2c(c1)OCO2	102	-1	101	9%	119	1	1	119	3%
43	Cc1ccccc1S(=O)(=O)Nc1nc2ccccc2nc1N1CCOCC1	101	17	78	-58%	221	23	-17	221	-4%
44	C=C(C)C1CC=C(C)/C(=N/NC(=O)CNc2ccc(OCC)cc2)C1 (stereo not given)	x	14	x	-21%	159	x	-14	159	-25%
45	COc1ccc2c(CCNC(=O)c3ccco3)c[nH]c2c1	97	19	83	-6%	167	14	-19	167	-13%
46	CC(=O)N(C)c1ccc(NC(=O)C(F)(F)F)cc1	99	-25	104	x	126	-6	25	126	x
47	COc1ccnc(CSC(N)=Nc2ccc(F)cc2)c1	43	-9	62	x	91	-19	9	91	x
48	Clc1ccc(OCc2cc(-c3ccccc3)no2)c(Cl)c1	x	-10	x	-3%	153	x	10	153	0%
49	O=C(Nc1ccc(Cc2ccc(NC(=O)C3CC3)c(O)c2)cc1O)C1CC1	93	14	85	20%	134	8	-14	134	-5%
50	N#CCC(=N)N1CCN(c2cccc(Cl)c2)CC1	x	-13	x	-5%	137	x	13	137	0%
51	COc1ccccc1C(c1nnnn1C(C)(C)C)N1CCN(Cc2ccncc2)CC1 (stereo not given)	75	x	73	-26%	x	2	x	x	4%
52	CCN1CCN(C(c2cccs2)C(C)NS(=O)(=O)c2ccc(F)cc2)CC1 (stereo not given)	99	x	79	-33%	x	20	x	x	-4%
53	Cc1ccc2oc(-c3cccc(NC(=O)c4ccc(Br)o4)c3)nc2c1	53	-17	48	27%	159	5	17	159	-24%
54	Clc1ss/c(=N\c2ccccn2)c1Cl	43	10	50	17%	67	-8	-10	67	5%
55	O=C(O)CC(C(=O)N(c1ccccc1)c1ccccc1)N1CCOCC1 (stereo not given)	97	29	100	x	116	-4	-29	116	-7%
56	COc1ccccc1CNC(=O)c1cnccn1	107	-1	87	-42%	194	20	1	194	44%
57	CCC(c1nnnn1CCOC)N(Cc1cc2c(C)cc(C)cc2[nH]c1=O)CC1CCCO1 (stereo not given)	64	-3	76	-18%	191	-13	3	191	-3%
58	O=C(Nc1ccccc1)N(C1=NCCC1)c1ccc(OC(F)F)cc1	78	25	77	5%	204	1	-24	204	0%
59	O=C1c2ccccc2C(Nc2ccc3nc(-c4cccnc4)[nH]c3c2)N1Cc1ccco1 (stereo not given)	90	x	74	-18%	x	17	x	x	8%
60	Cc1cc(C)c(S(=O)(=O)NCc2ccc3c(c2)cc(C)n3C)c(C)c1	51	7	68	-2%	167	-17	-7	167	1%

# An excerpt from above with just MRP resist rev and MRP resist rev cytotoxicity:
No.	structure	MRP resist rev	MRP resist rev cytotoxicity
46	CC(=O)N(C)c1ccc(NC(=O)C(F)(F)F)cc1	-6	99
60	Cc1cc(C)c(S(=O)(=O)NCc2ccc3c(c2)cc(C)n3C)c(C)c1	-17	51

# Continuation.
No.	SMILES	MRP resist rev cytotoxicity	NFkB transloc pot	MRP resist rev with doxorubicin	PLAP inhibitors HTS	NFkB transloc inh cell count 2 µM	MRP resist rev	NFkB transloc inh	NFkB transloc pot cell count 2 µM	Bcl-B TR3 displacers
61	CC1CCCC(C)N1C(=O)CSc1nnnn1-c1cccc2c1CCCC2 (stereo not given)	85	8	74	-18%	150	11	-8	150	3%
62	CCOC(=O)C1CCCN(Cc2cccs2)C1 (stereo not given)	90	x	94	-8%	x	-4	x	x	1%
63	COc1ccc(NC(=O)Nc2ncccc2C)cc1	101	-6	90	x	89	12	6	89	x
64	CCOc1ccc(C2/C(=C(/O)c3ccccc3)C(=O)C(=O)N2CCCN(C)C)cc1OC (stereo not given)	98	10	103	x	122	-5	-10	122	x
65	O=C(Cc1cccs1)NCc1ccco1	86	-11	98	0%	75	-12	11	75	-5%
66	COc1cccc(C(=O)Cn2c(NCCO)nc3ccccc32)c1	84	-4	79	x	89	5	4	89	x
67	COc1ccc(Cc2nc(-c3ccc(-n4cccc4)cc3)no2)cc1OC	88	x	83	-20%	x	6	x	x	4%
68	COc1ccc(COc2ccsc2C(=O)Nc2ccc(Cl)c(Cl)c2)cc1	x	14	x	8%	120	x	-14	120	-3%
69	COC(=O)c1cc2oc(C)cc2n1CC(=O)Nc1cc(C)cc(C)c1	x	14	x	16%	141	x	-14	141	0%
70	CC(=O)C1=C(O)C(=O)N(c2nccs2)C1c1ccc(Br)cc1 (stereo not given)	108	7	110	-2%	197	-2	-7	197	11%
71	Cn1c(=O)n(Cc2ccccc2)c(=O)c2c1nc(NCC1CCCO1)n2Cc1ccccc1 (stereo not given)	72	-8	49	-10%	176	23	8	176	13%
72	CN(C)CCCN1C(=O)c2oc3ccccc3c(=O)c2C1c1cccs1 (stereo not given)	92	-1	78	-48%	168	14	1	168	1%
73	CCOCC(=O)Nc1nc(-c2ccccc2)c(CC)s1	66	2	81	14%	72	-15	-2	72	-21%
74	CN1C(=O)CSc2ccc(NC(=O)NCc3cccnc3)cc21	91	18	89	-1%	198	2	-18	198	7%
75	Cc1ccc(C(=O)NNC(=S)NC(=O)COc2ccccc2)cc1	x	6	x	-48%	200	x	-6	200	0%
76	CSC1=NCCN1C(=O)Cc1cccs1	95	-9	86	8%	142	9	9	142	10%
77	CC1CCC2(CC1)C(Nc1cccc(Cl)c1)=NC(=S)N2CC#N (stereo not given)	64	12	63	x	176	1	-12	176	x
78	CCSc1nnc(NC(=O)c2cccnc2Cl)s1	97	38	92	x	121	5	-38	121	x
79	O=C(c1cc2ccccc2o1)c1nc2c(n1O)CCCCC2	93	3	85	27%	107	8	-3	107	-5%
80	CCN(CC)S(=O)(=O)c1cc(C(=O)n2cccn2)c(Cl)cc1Cl	93	4	94	-16%	145	-1	-4	145	-3%
81	O=C1CCCc2nc(N3CCN(C(c4ccccc4)c4ccccc4)CC3)ncc21	93	-7	95	-38%	75	-2	7	75	-7%
82	O=c1cc(N2CCCCC2)c(-c2ccccc2)nn1Cc1ccc(Cl)cc1Cl	x	-1	x	-42%	153	x	1	153	-1%

# Gathered by group, the compounds so far with a nitro group on carbon
No.	SMILES	MRP resist rev cytotoxicity	NFkB transloc pot	MRP resist rev with doxorubicin	PLAP inhibitors HTS	NFkB transloc inh cell count 2 µM	MRP resist rev	NFkB transloc inh	NFkB transloc pot cell count 2 µM	Bcl-B TR3 displacers
13	Cc1ccc(C)c(-c2nn(-c3cc(N4CCN(CCO)CC4)ccc3[N+](=O)[O-])c(=O)c3ccccc23)c1	x	8	x	-16%	171	x	-8	171	-4%
29	COc1ccc(NC(=O)c2sccc2C)c([N+](=O)[O-])c1	x	-6	x	10%	146	x	6	146	-14%

# This is a subset; the hit share may differ from the screen's.
